Growth percent in the NCI-60 one-dose screen (48 h, 10 µM unless noted): 100 = growth as untreated, 0 = no growth, -100 = all killed.
HL-60(TB) – HL-60(TB) leukemia cells; 78,000 compounds, 9% hits; active = growth percent below 10
An asterisk follows results filed as active; & = joins results of further samples; ! = not active in a repeat; [ ] = remark or other dose. The list is partial (hit frequency here may not be typical).

molecule | HL-60(TB)
Cc1ccc(-c2csc3c2c(=O)[nH]c2nnnn23)cc1 | 99.1
CCc1nnc(CC)n1N | 100.3
CN1C(=O)C(C2Sc3ccccc3NC2=O)SC1=S (stereo unspecified) | 76.5
Cc1ccc(S(=O)(=O)Oc2ccc3oc(=O)c4c(c3c2)CCCCC4)cc1 | 97.2
Cc1cc(Cl)ccc1N=Cc1ccc(OCc2ccccc2)cc1 | 38.9
O=C1OCC(CC2=C(O)C(=O)OC2)=C1O | 92.6
COc1cc(-c2nc(-c3ccccc3)[nH]c2-c2ccnc(NCCCNS(=O)(=O)c3ccc(Br)cc3)n2)ccc1F | 40.4
CCOC(=O)c1cc(-c2ccc(OC)cc2)nc2ccccc12 | 97.8
COc1ccc2c(c1)C=C1CCCCC3=Cc4cc(OC)ccc4OC13O2 | 99.6
COC(=O)CSc1ccccc1 | 115.5

Continued.
molecule | HL-60(TB)
OCCNc1nc(Nc2ccc(C3=NN(c4cc(Cl)cc(Cl)c4)C(c4ccc(C(F)(F)F)cc4)C3)cc2)nc(N2CCOCC2)n1 (stereo unspecified) | 100.6
COc1ccc(-c2ccc(SCC(=O)Nc3ccc(S(N)(=O)=O)cc3)nn2)cc1 | 100.3
O=C(NNS(=O)(=O)c1ccccc1)c1cc2c([nH]c3ccccc32)c(-c2cccc(O)c2)n1 | 52.8
O=C(Nn1c(NCC(=O)N2c3ccccc3Sc3ccccc32)nnc1-c1ccc(O)cc1)c1ccccc1 | 98.6
Fc1ccc(-c2nc3ccccc3n3cccc23)cc1 | 108.2
Cc1ccc[n+](C(CO)c2ccccc2)c1 (stereo unspecified) | 86.2
COc1ccc(OC)c(C2NC(=O)N=C3C2C(N)=NN3c2ccccc2)c1 (stereo unspecified) | 72.0
CC(=O)NNc1nc(C)c(C(=O)NNC(=O)C(=O)Nc2ccccc2C#N)s1 | 102.6
CCc1nn2c(-c3ccccc3)c(-c3cc(OC)c(OC)c(OC)c3)nc2s1 | 68.0
O=S(=O)(NCCNc1nccc(-n2ccc3cccnc32)n1)c1ccccc1 | 111.0

Remaining list, next part
molecule | HL-60(TB)
CC(C)n1cc(/C=N\N=C2\C(=O)Nc3ccccc32)c2ccccc21 | 82.6
COC(=O)C1C(C(=O)O)C2(Cl)C(Cl)=C(Cl)C1(Cl)C2(Cl)Cl (stereo unspecified) | 66.4
Cc1ccnc(NS(=O)(=O)c2ccc(Nc3ccnc(SCC(=O)c4ccc([N+](=O)[O-])cc4)n3)cc2)n1 | 99.2
CCN(CC)CCOc1ccc(Nc2ncc3cc(-c4ccc(O)c(C#N)c4)c(=O)n(C)c3n2)cc1 | 87.6
COc1ccc(C(c2cc(OC)c(OC)c(OC)c2)n2cncn2)cc1O (stereo unspecified) | -32.5*
COc1cc(C(=O)c2cc(C(C)=O)c3c4ccccc4ccn23)cc(OC)c1OC | 32.9
CC(=O)Nc1ccc(C(=O)Nc2cc(-c3ccccc3)ccc2N)cc1 | 65.5
CCOC(=O)C[C@@H]1C(=O)N2CC[C@@]3(C(=O)Nc4ccccc43)[C@@H]2C[C@@H]1C(=O)OCC | 99.8
O=C1c2c(O)ccc([N+](=O)[O-])c2C(=O)c2c([N+](=O)[O-])ccc(O)c21 | 90.1
NC(=Nc1ccccc1)SCCCSC(N)=Nc1ccccc1 | 82.6

Next compounds:
molecule | HL-60(TB)
COc1ccc(/C=C2\C(=O)ON=C2C)cc1OC | 96.5
Clc1ccc(-c2cn3cc(Cc4ccc(Cl)cc4Cl)sc3n2)cc1 | 89.4
CC1CC(=O)NN1 (stereo unspecified) | 100.3
Cc1ccccc1NC(=O)COc1cc(O)c2c(=O)cc(-c3ccccc3)oc2c1 | 80.7
C[C@@H]1[C@H](c2ccccc2)OCN1C | 92.7
COc1cccc(NC2=CC(=O)C(C)=C(C)C2=O)c1 | 3.5*
O=C(Nc1nc(-c2ccccc2)cs1)c1cc(-c2ccc(Br)cc2)nc2ccccc12 | 31.5
CC1=CC2=NCC(C)C(=O)N2C=C1 (stereo unspecified) | 108.4
O=C1C=CC[C@H](/C=C/c2ccccc2)O1 | -34.5*!
CCOC(=O)c1sc2nc[nH]c(=O)c2c1C | 116.5

(next part)
molecule | HL-60(TB)
CCC(C)CC(C)C(=O)c1c(O)ccn(OC)c1=O (stereo unspecified) | 94.6
COC(=O)c1c(C)nc(Nc2nc3ccccc3s2)nc1-c1ccc(F)cc1 | 70.6
Cc1cc(N2CCCCCC2)nc(N2CCN(CC(=O)Nc3ccc4c(ccn4Cc4ccccc4)c3)CC2)n1 | 23.4
Cc1[nH]c(C(=O)Nc2ccc(C(N)=O)cc2OCCN2CCOCC2)c(Cl)c1Cl | 100.7
COC(=O)Nc1nc2ccc(C(=O)c3ccccc3N(C)C3COC3)cc2[nH]1 | 15.6
Cc1nn(-c2ccccc2)c2ncnc(Nc3ccccc3)c12 | 70.8
Nc1nc(-c2ccc(Cl)cc2)nc2c1sc(=S)n2-c1ccccc1 | 102.8
Cc1ccc(C(C)C)c(OCC(=O)O)c1 | 117.2
COc1cc2cc(Oc3ccc(NC(=O)Nc4ccc(C(F)(F)F)cc4)cc3)c(C)nc2cc1OC | 75.3
COC1C(C)(C)C1(Br)Br (stereo unspecified) | 97.2

The results go on:
molecule | HL-60(TB)
CC1(C)Oc2cc3oc(=O)ccc3cc2C[C@@H]1OCCO | 100.0
Cn1c(-c2sc3nnc(-c4ccccc4)c(-c4ccccc4)c3c2O)n[nH]c1=S | 100.7
Cn1ncc(CC(=O)O)c1-n1nnc2ccccc2c1=O | 105.5
CCCCN(N=O)C(=O)OCC | 103.9
COc1cc(O)c(OC)c(OC)c1OC | 102.5
COc1cccc(N2CCN(C3=C(Cl)C(=O)c4ncccc4C3=O)CC2)c1 | 9.8*
COc1cc2c3c(c1O)-c1ccccc1[C@@H]1OC(=O)N(CC2)[C@@H]31 | 94.6
C1=C(N2CCOCC2)CCCC1 | 105.0
CCCC(C)c1cc([N+](=O)[O-])c(O)c([N+](=O)[O-])c1 (stereo unspecified) | 78.6
CCOC(=O)NC(=O)/C(C#N)=C\Nc1ccccc1 | 109.9

More structures follow.
molecule | HL-60(TB)
Nc1nc(CF)cc(=O)[nH]1 | 97.6
CS(=O)(=O)Nc1ccc(C(=O)N=Nc2c(O)[nH]c3ccc(F)cc23)cc1 | 102.6
C=C1C(=O)O[C@H]2[C@H]1CC/C(COC(=O)c1ccc(Br)cc1)=C\CC[C@@]1(C)O[C@@H]21 | -45.6*
COC(=O)c1cc(-c2ccc(C)cc2)c(C#N)c(N)c1C#N | 94.4
C=CCOP1(OCC=C)=NP(OCC=C)(OCC=C)=NP(OCC=C)(OCC=C)=N1 | 98.3
O=C(OCCN1CCCCC1)C(O)(c1ccccc1)c1ccccc1 | 100.5
CC(C)Sc1nc(NC2CC2)c(C#N)c(-c2ccc(Cl)cc2)n1 | 39.3
O=C1Nc2ccccc2Oc2ccccc21 | 86.8
O=C(NN=C1CC2[C@H](COC(c3ccccc3)(c3ccccc3)c3ccccc3)C[C@H](COC(c3ccccc3)(c3ccccc3)c3ccccc3)[C@@H]2C1)c1ccncc1 (stereo partly specified) | 89.6
CC(c1cccc(Nc2ncnc3nc[nH]c23)c1)N(CCCl)CCCl (stereo unspecified) | 52.0

Following part:
molecule | HL-60(TB)
COc1cc2oc(-c3cccc(NC(=O)c4cc(N)ccc4Br)c3)cc(=O)c2c(OC)c1OC | 87.1
CC(C)c1cc(O)c(C(C)(C)C)cc1Cl | 87.5
CC(C(=O)O)N1C2=NC3=C(C(=O)OC(C)(C)O3)C(c3ccc(Cl)cc3)N2NC1(C)c1ccccc1O (stereo unspecified) | 74.2
Nc1c(C(=O)Nc2cccc3c2OCCO3)sc2nc3c(cc12)CN(Cc1ccccc1)CC3 | 19.1
FC(F)c1ncc(-c2ccc(C(F)(F)F)cc2)c(NC2CCCCCC2)n1 | 21.7[50 µM]
Nc1ccc(S(=O)(=O)c2ccc(N)cn2)cc1 | 115.4
CC(C)Nc1nnc(-c2cccnc2)s1 | 100.3
O=C1c2cccc3c(-c4ccc(-c5nc6c7ccccc7c7ccccc7c6[nH]5)cc4)ccc(c23)C(=O)N1CCN1CCOCC1 | 90.3
C[C@]12CC[C@@H]3c4cc(O)c(O)cc4CC[C@H]3[C@@H]1CC[C@@H]2O | 4.6*
CN1C(=O)C(C2=NN(C=O)C(c3ccc(F)cc3)C2)C(=O)N(C)C1=O (stereo unspecified) | 105.2

Sorted by molar mass (low to high): three of the compounds above.
molecule | HL-60(TB)
CC(C)Nc1nnc(-c2cccnc2)s1 | 100.3
Nc1ccc(S(=O)(=O)c2ccc(N)cn2)cc1 | 115.4
Nc1c(C(=O)Nc2cccc3c2OCCO3)sc2nc3c(cc12)CN(Cc1ccccc1)CC3 | 19.1

Continuation.
molecule | HL-60(TB)
Cc1cccc(CNc2c3ccccc3nc3ccccc23)c1 | 12.5
O[C@@]12C[C@@H]([C@H]3CO[C@@H]1O3)n1nnnc1N2 | 99.4
COc1ccc(-c2nc(SC)[nH]c(=O)c2C#N)cc1 | 99.0
CCOC(OCC)(OCC)OCC | 108.1
COc1ccc(Nc2ncc(Br)c(NCCCNC(=O)C3CCC3)n2)cc1 | -12.8*
O=C1COc2c1ccc(O)c2O | 100.2
CN(O)C1=c2ccccc2=NC1=O | 112.8
Cc1cc(C(=C2C=CC(=Nc3ccccc3)C=C2)c2ccc(Nc3ccccc3)cc2)ccc1N | 5.7*
Oc1c(Br)cc(Cl)cc1C(c1cc(Cl)cc(Br)c1O)C(Cl)(Cl)Cl | 9.7*
COc1ccc(/C=C2\COc3ccc(O)c(O)c3C2=O)cc1 | -5.9*

Looked up one by one from above (two):
molecule | HL-60(TB)
CC(C(=O)O)N1C2=NC3=C(C(=O)OC(C)(C)O3)C(c3ccc(Cl)cc3)N2NC1(C)c1ccccc1O (stereo unspecified) | 74.2
O=C1COc2c1ccc(O)c2O | 100.2

The listing continues:
molecule | HL-60(TB)
CN(C)c1ccc(/C=C/c2nc(Nc3ccc(Cl)cc3)c3ccccc3n2)cc1 | 72.1
CN1CCN(Cc2ccc(NC(=O)c3nc4ccc5[nH]ncc5c4c4c3CCC4)cc2C(F)(F)F)CC1 | -59.1*
CCOc1nc(-c2ccccc2)cc2c(O)c(C(=O)n3nc(C)cc3C)[nH]c(=O)c12 | 103.5
COc1cccc(C2CC(=O)Nc3c(-c4ccc(F)cc4)nsc32)c1 (stereo unspecified) | 77.2
N#CSc1ccc(O)c2ccccc12 | 92.6
COc1cc2oc(-c3cccc(NC(=O)[C@H](C)NC(=O)OC(C)(C)C)c3)cc(=O)c2c(OC)c1OC | 81.5
COc1ccc([N+](=O)[O-])c(C(=O)O)c1 | 110.9
COC(=O)/C(CCC=C(C)C)=C1\[C@@H](OC(C)=O)C[C@@]2(C)[C@H]1C[C@@H](O)[C@H]1[C@@]3(C)CC[C@H](NCCCNCCCCNCCCN)[C@@H](C)[C@@H]3CC[C@@]12C | 37.2
CC(O)c1ccc(Sc2ccccc2)cc1 (stereo unspecified) | 77.1
O=[N+]([O-])C1(CO)COC(c2ccccc2)OC1 (stereo unspecified) | 86.0

The list continues.
molecule | HL-60(TB)
Cc1ccc(C(C)C)cc1NC1=C(Cl)C(=O)c2ccccc2C1=O | 56.0
NC(=O)C1(Nc2ccc(-c3ccccc3)cc2)CCCC1 | 109.0
Cc1ccccc1NCCOC(=O)Nc1ccccc1Cl | 94.5
NC(=O)CSc1oc(-c2ccccc2)nc1S(=O)(=O)c1ccc(Br)cc1 | 82.1
Cc1nc2cc3c(=O)n(C)cnc3cc2n1Cc1ccccc1 | 116.0
Cc1ccc(NC2=CC(=O)C(=O)c3ccccc32)cc1 | 18.4
NCCCCC(N)C(=O)NC(CCCN=C(N)N)C(=O)O (stereo unspecified) | 78.9
O=C(Nc1ccc(CN2CCc3nc4cc(O)c(O)cc4cc32)cc1)Nc1ccc(Cl)c(Cl)c1 | 99.0
Cc1cc(Cl)ccc1Nc1nc(C(F)(F)F)ccc1C(=O)N/N=C/c1cccc(O)c1 | 4.1*
CCCCCCCCN(CCCCCCCC)C(=O)c1cccc(C)c1 | 96.9

Additional records.
molecule | HL-60(TB)
c1ccc(Sc2ncccn2)nc1 | 100.0
Nc1nc2cc(Br)ccc2o1 | 132.2
NS(=O)(=O)c1cc2c(cc1Cl)NC(C(Cl)Cl)NS2(=O)=O (stereo unspecified) | 105.1&91.5
CCN(c1ccc(OC)cc1)c1nc(-c2ccc([N+](=O)[O-])cc2)cs1 | 89.1
CC(C)=CC/C=C(/C)[C@H]1CC[C@]2(C)[C@@H]1CC[C@@H]1[C@@]3(C)C/C(=C/c4ccc(C(F)(F)F)cc4)C(=O)C(C)(C)[C@@H]3CC[C@]12C | 70.6
COc1ccc(C(CC(=O)c2ccc3c(c2)OCO3)C(=O)O)cc1OC (stereo unspecified) | 99.7&101.5
CN1C(=O)C(=Cc2cn(C[C@@H](O)Cn3c4ccccc4c(=O)c4ccccc43)c3ccccc23)C(=O)N(C)C1=O | 102.6
COc1cc(-c2c(C#N)c(-c3ccco3)nc3c2c(-c2ccccc2)nn3-c2ccccc2)ccc1O | 94.0
O=C1Nc2ccccc2/C1=C/c1ccc(CO)n1-c1ccc(Cl)cc1 | 15.8
CCOC(=O)Oc1ccc(C)cc1 | 99.9

Additional entries follow:
molecule | HL-60(TB)
CCOc1ccccc1/C=C/C(=O)c1sc(N)nc1C | 94.4
NC(=O)c1cc(Br)ccc1O | 117.2
C=C1C[C@H]2C[C@H](C)[C@H]3CC[C@H](C)C4=C3[C@@](O)(OC4=O)[C@@]2(C)C1 | 96.8
CC(=O)c1c[nH]c(=O)[nH]c1=O | 100.6
O=c1[nH]c(O)c(/C=C2\C=c3ccccc3=N\C2=N\c2nc3ccccc3s2)s1 | 105.5
COc1cc([C@@H]2c3cc4c(cc3C(O[C@@H]3O[C@@H]5CO[C@@H](c6cccs6)OC5[C@H](O)[C@H]3O)C3COC(=O)[C@@H]32)OCO4)cc(OC)c1O (stereo partly specified) | -21.7*
N#CC(CCc1ccccn1)c1ccccc1 (stereo unspecified) | 50.0
O=S(=O)(O)c1ccc(N=Nc2c(S(=O)(=O)O)cc3cc(S(=O)(=O)O)cc(O)c3c2O)cc1 | 103.5
O=S(=O)(C/C(=N/O)c1ccc(-c2ccccc2)cc1)c1ccccc1 | 59.2
C#CCSC(=N)N | 98.9
CN1C(=S)NC(c2ccc3c(c2)OCO3)C(C(=O)O)=C1CCl (stereo unspecified) | 105.4
